Screening results (PubChem)
Sm TGR inh: inhibitors of Schistosoma mansoni thioredoxin glutathione reductase | Q962Y6 | purified TGR, DTNB reduction, TNB absorbance 405 nm | Potency, µM (highest dose often 114 µM), for the others: at the highest dose activity change, negative = inhibition, actives largely listed as inhibitors | actives 3% (n = 360,000) | AID 485364; also: potency is read from the fitted curve at half-maximal effect; nearly all actives have a fitted effect of over 60% in size
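First, TGR (20 nM dispensed) and NADPH were mixed with compound. Second, a 15 min room-temperature incubation followed. Third, further NADPH and then DTNB were added to start the reaction. Finally, TNB absorbance was monitored kinetically.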
AmpC detergent: inhibitors of E. coli AmpC beta-lactamase with detergent. AmpC hydrolysis of nitrocefin, absorbance 480 nm, 0.01% Triton. Potency, µM (titrated, usually from 114 µM), inactives show top-dose activity change, negative = inhibition, hits mostly inhibitors. actives 0.041% (n = 370,000). AID 485294;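 also: potency is read from the fitted curve at half-maximal effect; 0% = no-compound wells and -100% = no-enzyme wells; nearly all actives have a fitted effect of over 25% in size; some results filed as inactive show a strong effect at the top dose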
Target sequence (P00811 whole entry, looked up): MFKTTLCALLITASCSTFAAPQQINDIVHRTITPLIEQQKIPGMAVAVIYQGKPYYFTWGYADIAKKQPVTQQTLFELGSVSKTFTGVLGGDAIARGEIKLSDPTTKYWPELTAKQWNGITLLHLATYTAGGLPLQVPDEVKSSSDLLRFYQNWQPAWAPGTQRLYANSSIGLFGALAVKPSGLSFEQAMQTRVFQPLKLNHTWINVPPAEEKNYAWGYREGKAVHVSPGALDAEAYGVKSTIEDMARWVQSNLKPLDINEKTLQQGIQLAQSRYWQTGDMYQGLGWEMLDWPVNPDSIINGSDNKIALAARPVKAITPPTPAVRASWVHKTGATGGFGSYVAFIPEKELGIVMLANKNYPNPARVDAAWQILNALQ
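20 mM phosphate pH 7.0 + 0.01% (detergent screen) or 0.0001% Triton X-100; 5.3 nM AmpC reagent; cpd preinc 15 min RT; nitrocefin (800 uM stock) to start; A480 q20 s × 4 min; Activity was normalised to no-enzyme and no-compound control wells.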
HCV inh: blocks hepatitis C virus | Huh7.5.1 HCVcc-Cre infection, luciferase reporter, 44 h | AID 651820 | Potency, µM (doses to about 41.8 µM), for inactives: at the highest dose activity change, negative = inhibition, usual class: inhibitors | actives 3.4% (n = 340,000); also: potency is read from the fitted curve at half-maximal effect
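Seed cells (1,000/well) for 4 h; treat with compound and infect with HCVcc-Cre, moi about 0.5. Incubate 44 h, then detect luciferase activity.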
AmpC inh no detg: AmpC beta-lactamase inhibition without detergent | P00811 | AmpC nitrocefin hydrolysis, absorbance 480 nm, 0.0001% Triton | Potency, µM (top dose mostly 57.1 µM), inactives show top-dose activity change, negative = inhibition, most hits filed as inhibitors | actives 0.52% (n = 330,000) | AID 485341;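 also: potency is read from the fitted curve at half-maximal effect; plate controls were no compound for no effect and no enzyme for full effect; nearly all actives have a fitted effect of over 20% in size; some results filed as inactive show a strong effect at the top dose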
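20 mM phosphate pH 7.0 + 0.01% (detergent screen) or 0.0001% Triton X-100; 5.3 nM AmpC reagent; cpd preinc 15 min RT; nitrocefin (800 uM stock) to start; A480 q20 s × 4 min; Activity was normalised to no-enzyme and no-compound control wells.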
HCMV inh: inhibitors of human cytomegalovirus | AID 1259415 | actives 4.5% (n = 410,000) | activity change, negative = inhibition, % at 57.5 µM | HFF cells, HCMV-luciferase reporter, 72 h; active compounds read low; in the data active = activity change below about -60%; inconclusive = no clear call, values can overlap the other calls; inactive = above about -39%
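Cell-based, HFFs, 1000 cells/well, 16 h 37C; cpds in DMSO + HCMV-luc, MOI 1 PFU/cell; 72 h 37C; OneGlo luminescence after 5 min RT; norm. to buffer vs Salinomycin 10uM.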
FBPA Giardia inh: Giardia lamblia aldolase inhibition; A8B2U2; purified Giardia FBPA; Potency, µM (highest dose often 59.6 µM), for inactives: at the top dose activity, negative = inhibition, most hits filed as inhibitors; actives 0.71% (n = 290,000); also: potency is read from the fitted curve at half-maximal effect; nearly all actives have a fitted effect of over 55% in size
Target sequence (A8B2U2 whole entry, looked up): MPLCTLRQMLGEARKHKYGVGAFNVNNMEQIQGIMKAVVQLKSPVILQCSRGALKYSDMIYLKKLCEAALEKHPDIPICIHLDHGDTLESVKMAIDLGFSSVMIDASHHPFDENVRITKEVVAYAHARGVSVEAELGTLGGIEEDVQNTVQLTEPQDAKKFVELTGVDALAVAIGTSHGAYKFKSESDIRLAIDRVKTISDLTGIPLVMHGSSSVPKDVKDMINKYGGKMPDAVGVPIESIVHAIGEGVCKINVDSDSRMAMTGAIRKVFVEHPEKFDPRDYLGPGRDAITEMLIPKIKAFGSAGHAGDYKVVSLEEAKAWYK
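Giardia FBPA (40 nM reagent) was preincubated 10 min at RT with compound (up to 57.5 uM final), then substrate plus GAPDH/TPI/NAD/arsenate coupling system with diaphorase/resazurin was added; resorufin fluorescence (525/598 nm) was read after 20 min.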
Numbers without * were called inactive; u = inconclusive; x = no result given; & = joins results of further samples; [ ] = dose if it differs, or a comment. Unless noted, calls follow the shape of the dose curve; as a rule, active = well fitted curve in the direction sought with a large enough effect; inconclusive = small, poorly fitted or top-dose-only effect, or another doubt; inactive = no such curve, though single readings can be large; an effect the other way counts as inactive or inconclusive. Unless noted, % is scaled to controls: 0 for no effect and ±100 for the full control effect.

entry	SMILES	Sm TGR inh	AmpC detergent	HCV inh	AmpC inh no detg	HCMV inh	FBPA Giardia inh
1	Cc1ccc2c(c1)Cc1c(nc(-c3ccc(F)cc3)nc1SCC(=O)N1CCCCC1)O2	-12%	-9%	x	x	-13	x
2	O=C(COc1ccc(F)cc1)Nc1ccc2nc(SCC(=O)N3CCOCC3)sc2c1	0%	3%	x	x	-15	x
3	FC(F)(F)c1cccc(N2CCN(C(=S)NCC3CCCO3)CC2)c1 (configuration not stated)	-2%	-9%	11µM*	45%	-65*	-2%
4	Cc1c(NC(=O)CSc2nc3ccccc3[nH]2)c(=O)n(-c2ccccc2)n1C	-5%	u	x	-12%	44	-7%
5	O=C(CC(NCc1cccnc1)C(=O)O)Nc1ccc(F)cc1 (configuration not stated)	1%	15%	x	x	-38	x
6	O=C(Nc1ccncc1NC(=O)c1cccc([N+](=O)[O-])c1)c1cccc([N+](=O)[O-])c1	7%	5%	u	-11%	-28	4%
7	Cc1nc(N2CCN(Cc3ccccc3)CC2)nc2c1C(=O)CC(c1ccco1)C2 (configuration not stated)	0%	-3%	u	-11%	-30	-23%
8	CCCn1c(SCC(=O)NC(C)C)nc2sc3c(c2c1=O)CCC3	3%	u	4%	-14%	13	5%
9	C=CCOc1ccc(C=NNc2ccc(S(=O)(=O)Nc3ccccc3C(=O)O)cc2[N+](=O)[O-])cc1OC	x	x	8%	-27%	18	x
10	O=C(Cc1ccc(F)cc1)Nc1ccccc1N1CCCC1	-21%	2%	-2%	-3%	11	x
11	Cc1ccc2oc(NC(=O)N3CCOCC3)cc(=O)c2c1	38%[activator]	-11%	-11%	-16%	5	4%
12	Cc1ccc(S(=O)(=O)c2nc(-c3cccs3)oc2NCc2cccnc2)cc1	-2%	4%	u	37%	7	-9%
13	O=C1CCN(CCc2ccccc2)CCN1[C@H](COc1ccccc1)Cc1ccccc1	11%	7%	u	127%[activator]	20	12%
14	COC(=O)N/N=C/c1cn(CCOc2ccccc2OC)c2ccccc12	-3%	-14%	-3%	-2%	x	-2%
15	Cc1ccc(C(=O)NCCc2ccccn2)cc1S(=O)(=O)N1CCOCC1	4%	4%	10%	-18%	x	3%
16	O=S(=O)(c1ccc2c(c1)OCCO2)N1CCC(O)(c2ccc(Cl)cc2)CC1	4%	4%	-24%	-21%	-36	17%
17	O=C(CCN1C(=O)C2CCCCC2C1=O)Nc1nc2ccc(F)cc2s1 (configuration not stated)	-34%	-2%	4%	-33%	80	x
18	Cc1ccc(S(=O)(=O)N2CCCC2C(=O)Nc2nc3ccccc3s2)cc1 (configuration not stated)	0%	0%	-29%&-1%	-11%	39	-13%
19	CCN(CC)CCNC(=O)C1CCC(=O)N1CCc1ccccc1 (configuration not stated)	-2%	-2%	3%	-7%	-4	-1%
20	CCCc1cc(C(=O)OCC(=O)N2CCN(c3ccc(OC)cc3)CC2)sc1C	5%	6%	-29%	38%	-23	x
21	CCn1ncc(C2C(C(=O)Nc3ccc(C)cn3)=C(C)NC3=C2C(=O)CCC3)c1C (configuration not stated)	1%	-1%	28%	-29%	-3	3%
22	CCC(=O)c1ccc(OCc2ccc(C(=O)OC)o2)c(OC)c1	5%	9%	-15%	21%	14	2%
23	CCOC(=O)N1CCN(c2cc(=O)n(-c3cccc(Br)c3)c(=O)[nH]2)CC1	u	u	u	u	24	-12%
24	CC1CCCCC1NC(=S)NC(=O)c1sc2ccccc2c1Cl (configuration not stated)	8%	-7%	-1%	-43%	-11	-12%
25	CCOC(=O)N1CCN(C(=O)CSc2ccc(-c3cccc(OC)c3)nn2)CC1	0%	-6%	-19%	39%	78	1%
26	COc1ccc(Oc2ccc(N/C=C/C(=O)C(C)(C)C)cc2)cc1	11%	2%	u	-24%	-28	-9%
27	Cc1ccc(OCCn2cnc3sc(C(N)=O)c(C)c3c2=O)cc1	-7%	-14%	x	7%	-28	4%
28	O=S(=O)(c1ccccc1)N1CN2CCN(C2)C1	6%	-13%	0%	-11%	18	14%
29	CC(C)c1ccc(C2(C)NC(=O)N(C(C)C(=O)Nc3ccc(N4CCOCC4)cc3)C2=O)cc1 (configuration not stated)	-15%	-2%	-27%	95%[activator]	-12	x
30	O=C(CCNS(=O)(=O)c1cccc2nonc12)NC1CCCc2ccccc21 (configuration not stated)	-2%	3%	u	-6%	66	-12%
31	CCOC(=O)C(C)Sc1nc(=O)n2cc(C)ccc2n1 (configuration not stated)	-5%	0%	-7%	-16%	-20	0%
32	CC1CCCCC1NC(=S)Nc1cccc(S(=O)(=O)N(C)C)c1 (configuration not stated)	-24%	0%	3%	-37%	-68*	-12%
33	O=C1C(NS(=O)(=O)c2ccc(Cl)cc2)=C(N2CCCCC2)C(=O)c2ccccc21	u	-4%	18%	-26%	u	u
34	COCCn1c(Cc2ccccc2)nnc1SCC(=O)NC1CC1	1%	3%	5%	1%	-15	x
35	Cc1ccc2[nH]c(C)c(CC(=O)NCc3ccccc3)c2c1	2%	6%	-12%	1%	33	3%
36	O=C(CNCc1ccco1)Nc1cc(S(=O)(=O)N2CCOCC2)ccc1N1CCCC1	-20%	2%	16%	0%	-7	u
37	CC(NC(=O)COC(=O)Cc1ccc(Cl)cc1)c1ccccc1 (configuration not stated)	x	x	24%	-7%	-3	x
38	COc1cc(C(=O)Nc2ccc3c(c2)OCO3)c([N+](=O)[O-])cc1OC	-4%	6%	20%	-7%	48	13%
39	COc1ccc(C(=O)C2CCCN(C(=O)CSC)C2)cc1OC (configuration not stated)	-8%	-6%	-7%	1%	90	5%
40	CCNC(=O)OCc1cn(-c2ccc(Cl)cc2)nn1	-2%	u	-18%	-5%	-4	-1%
41	Cc1ccc(-n2ncc(C(=O)Nc3cc(Cl)cc(Cl)c3)c2C2CCNCC2)cc1C	6%	1%	13µM*	26%	-99*	9%
42	CC(C)(C)c1cc[n+](/C(C(=S)NC2CC2)=C(/[O-])c2ccc(Cl)s2)cc1	-21%	-3%	-1%	-14%	-7	6.3µM*
43	CCC1CN(C(=O)N2CCC(C(=O)NCc3cccc(C)c3)CC2)c2ccccc2O1 (configuration not stated)	5%	1%	x	x	66	x
44	CCOc1ccc(C(C)=O)cc1N1C(=O)C2C3C=CC(O3)C2C1=O (configuration not stated)	0.71µM*	0%	u	-12%	x	-2%
45	COc1cc(/C=C/C(=O)c2ccc3c(c2)OCO3)cc(Cl)c1O	u	-10%	-19%	-36%	-62*	-8%
46	Cc1ccc2oc(=O)c3cc(C(=O)NCc4ccco4)sc3c2c1	-3%	-11%	5%	-12%	-5	2%
47	COCCCNC(=O)Cn1nc(-c2ccccc2OC)ccc1=O	5%	u	41%[activator]	-8%	0	x
48	Cc1cccc(C(=O)NCCc2n[nH]c(=S)n2C)c1	2%	3%	26%	-3%	-29	u
49	CCNC(=O)C1CCCN1S(=O)(=O)c1ccc(OC)cc1 (configuration not stated)	-3%	0%	7%	x	-2	-2%
50	O=C(Nc1cccc2cccnc12)c1cc(F)c(F)cc1Cl	12%	-11%	u	-27%	63	-6%
51	CCOC(=O)C1CCN(S(=O)(=O)Cc2ccccc2)CC1	-8%	-6%	4%	4%	10	3%
52	CCOc1ccccc1C(=O)NN1CCOCC1	-2%	-3%	22%	-8%	-27	4%
53	Cc1ccc(C2CC(=O)Nc3cc4c(cc32)OCCO4)cc1 (configuration not stated)	-9%	-7%	x	x	2	x
54	COc1cccc(NC(=O)CSc2nc3c(c(-c4ccco4)c2C#N)CCCC3)c1	-3%	-5%	x	-19%	-3	6%
55	O=c1cc(CN2CCN(c3ccccc3)CC2)c2c(ccc3ccccc32)o1	-22%	-14%	0%	-10%	-25	-15%
56	CCc1nc2ccc(C(=O)N3CCN(c4cc(Cl)ccc4C)CC3)cc2nc1CC	-25%	10%	x	x	34	x
57	CC(=O)Nc1ccc(-c2nnc3n(CC(C)C)c(=O)c4ccccc4n23)cc1	7%	19%	x	x	-8	x
58	Cc1cc(C)n2nc(C(=O)NCCc3ccccc3)nc2n1	16%	2%	8%	1%	54	-6%
59	CC(OC(=O)c1ccc2c(=O)n3c(nc2c1)CCCCC3)C(N)=O (configuration not stated)	-3%	-5%	-7%	-14%	2	3%
60	COc1cccc2sc(N3CCN(C(=O)C4COc5ccccc5O4)CC3)nc12 (configuration not stated)	-1%	-1%	-20%	121%[activator]	-9	x

Ordered by heavy-atom count (ascending): some entries from above
entry	SMILES	Sm TGR inh	AmpC detergent	HCV inh	AmpC inh no detg	HCMV inh	FBPA Giardia inh
24	CC1CCCCC1NC(=S)NC(=O)c1sc2ccccc2c1Cl (configuration not stated)	8%	-7%	-1%	-43%	-11	-12%
19	CCN(CC)CCNC(=O)C1CCC(=O)N1CCc1ccccc1 (configuration not stated)	-2%	-2%	3%	-7%	-4	-1%
25	CCOC(=O)N1CCN(C(=O)CSc2ccc(-c3cccc(OC)c3)nn2)CC1	0%	-6%	-19%	39%	78	1%

Structures shown so far containing an NH in an aromatic ring:
entry	SMILES	Sm TGR inh	AmpC detergent	HCV inh	AmpC inh no detg	HCMV inh	FBPA Giardia inh
4	Cc1c(NC(=O)CSc2nc3ccccc3[nH]2)c(=O)n(-c2ccccc2)n1C	-5%	u	x	-12%	44	-7%
23	CCOC(=O)N1CCN(c2cc(=O)n(-c3cccc(Br)c3)c(=O)[nH]2)CC1	u	u	u	u	24	-12%
35	Cc1ccc2[nH]c(C)c(CC(=O)NCc3ccccc3)c2c1	2%	6%	-12%	1%	33	3%
48	Cc1cccc(C(=O)NCCc2n[nH]c(=S)n2C)c1	2%	3%	26%	-3%	-29	u

Remaining list, next part.
entry	SMILES	Sm TGR inh	AmpC detergent	HCV inh	AmpC inh no detg	HCMV inh	FBPA Giardia inh
61	CNC(=O)N(O)C1N(/N=C/c2ccccc2O)C(=S)SC1(C)C (configuration not stated)	7%	-3%	15%	5%	0	-14%
62	COc1ccc(C2NC(=S)NC3=C2N2CCC3CC2)cc1 (configuration not stated)	11%	5%	9%	-10%	7	0%
63	O=C(COC(=O)c1cccc(Cl)c1)NCc1ccccc1	x	x	-2%	-13%	-20	x
64	COc1ccccc1CNS(=O)(=O)c1ccc2c(c1)NC(=O)CO2	-7%	-5%	12%	-19%	-24	x
65	CCN(CC)c1ccc(/C=C2/C(=O)N(c3ccc([N+](=O)[O-])cc3)N=C2N2CCOCC2)cc1	2%	u	x	-18%	x	2%
66	Cn1c(/C(C#N)=C(\O)c2ccc(Br)s2)nc2ccccc21	8%	1%	8%	-9%	38	u
67	COc1ccc(CN2C(=O)c3cccnc3C2Nc2ccc(C)cc2)cc1 (configuration not stated)	-1%	-14%	-12%	6%	20	21%
68	COc1ccccc1NC(=O)Nc1ccnn1C1CCN(C(=O)c2ccccn2)CC1	8%	-13%	28%	-11%	u	x
69	Nc1cccc2c1nnn2C1OC(CO)C(O)C(O)C1O (configuration not stated)	12%	u	x	-12%	-8	-5%
70	CCC1CCc2sc(C(=O)NCC(c3ccc(OC)cc3)N3CCCC3)cc2C1 (configuration not stated)	1%	-5%	10µM*	113%[activator]	-35	x
